# Pf growth 48h = inhibits P. falciparum growth in the first generation, 48 h; 5.9% of 310,000 active; AID 504832; Potency, µM (highest dose often 28.7 µM), for the others: top-dose activity change, negative = inhibition, usual class: inhibitors; P. falciparum luciferase growth in erythrocytes, 48 h; also: potency is read from the fitted curve at half-maximal effect; % is scaled to controls: 0 for no effect and ±100 for the full control effect
#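 A one-generation exposure of luciferase-tagged malaria parasites in RPMI 1640/Albumax erythrocyte culture, 37 C and 5% CO2. Inhibition is inferred from decreased luminescence after adding detection reagent.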
# FBPA Giardia inh = Giardia lamblia aldolase inhibition; purified Giardia FBPA; A8B2U2; 0.71% of 290,000 active; Potency, µM (highest dose often 59.6 µM), inactives show top-dose activity, negative = inhibition, most hits filed as inhibitors; also: potency is read from the fitted curve at half-maximal effect; % is scaled to controls: 0 for no effect and ±100 for the full control effect; nearly all actives have a fitted effect of over 55% in size
# Target sequence (A8B2U2 whole entry, looked up): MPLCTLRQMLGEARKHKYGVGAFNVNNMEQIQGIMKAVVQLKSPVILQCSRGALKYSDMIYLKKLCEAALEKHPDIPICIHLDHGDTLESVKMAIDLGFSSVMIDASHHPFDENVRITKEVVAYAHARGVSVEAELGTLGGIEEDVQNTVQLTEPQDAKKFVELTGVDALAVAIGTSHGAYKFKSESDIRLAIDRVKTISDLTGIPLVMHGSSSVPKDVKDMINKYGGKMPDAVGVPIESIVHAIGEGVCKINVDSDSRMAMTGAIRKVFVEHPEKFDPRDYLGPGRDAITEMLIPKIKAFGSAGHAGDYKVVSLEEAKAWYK
#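 40 nM FBPA preincubated 10 min at RT with compound (up to 57.5 uM final), then substrate plus GAPDH/TPI/NAD/arsenate coupling and diaphorase/resazurin added. Fluorescence read after 20 min at RT, 525/598 nm.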
# Shiga toxin inh = blocks Shiga toxin action in Vero cells; 9.2% of 290,000 active; inhibition, % at 38.7 µM; Vero cells, Shiga toxin protein synthesis inhibition reporter; in the data active = inhibition mostly above about 28%, no sharp cut-off; inactive = mostly below about 43%; also: 0% is about no effect
# HCV inh = blocks hepatitis C virus; Huh7.5.1 HCVcc-Cre infection, luciferase reporter, 44 h; Potency, µM (highest dose often 41.8 µM), for inactives: top-dose activity change, negative = inhibition, actives largely listed as inhibitors; 3.4% of 340,000 active; AID 651820; also: potency is read from the fitted curve at half-maximal effect; % is scaled to controls: 0 for no effect and ±100 for the full control effect
#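 Cells seeded at 1,000/well and cultured 4 h, then compounds added followed by HCVcc-Cre virus (~0.5 moi). After 44 h further culture, luciferase substrate was added, plates held 15 min at room temperature, and luminescence read for 15 sec.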
# CHX counter = affects cycloheximide protein synthesis inhibition readout, counter-screen; cell reporter, cycloheximide protein synthesis inhibition counterscreen; max response, %; 12% of 300,000 active; in the data active = max response mostly above about 13%, no sharp cut-off; inactive = mostly below about 14%; also: read at 38.3 µM for the half of the compounds with a filed dose; 0% is about no effect
# Pf growth 96h = P. falciparum growth inhibition at 96 hours. P. falciparum luciferase reporter growth, 96 h. Potency, µM (top dose mostly 28.7 µM), without a hit: top-dose activity change, negative = inhibition, usual class: inhibitors. 6.9% of 320,000 active; also: potency is read from the fitted curve at half-maximal effect; % is scaled to controls: 0 for no effect and ±100 for the full control effect
#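 Delayed-death screen, second-generation endpoint: infected erythrocytes, 2% hematocrit, 0.05% parasitemia final; 96 hours at 37 C, 5% CO2; luciferase detection reagent; luminescence decrease equals reduced growth.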
# * marks the source's active call; other numbers are inactive results; ? = inconclusive; / = not tested or not shown; & = joins results of further samples; [ ] = remark or other dose. Unless noted, calls follow the shape of the dose curve; as a rule, active = well fitted curve in the direction sought with a large enough effect; inconclusive = small, poorly fitted or top-dose-only effect, or another doubt; inactive = no such curve, though single readings can be large; an effect the other way counts as inactive or inconclusive.
SMILES,Pf growth 48h,FBPA Giardia inh,Shiga toxin inh,HCV inh,CHX counter,Pf growth 96h
O=C(COC(=O)CCCSc1nc2ccccc2[nH]1)NC(=O)NC1CCCC1,-11%,2%,-6,36%[activator],6,?
Cc1ccc(-c2noc(CN(C)C(=O)Nc3ccc(F)cc3)n2)cc1,3%,-1%,-7,?,-2,3%
CCC1SC2=NC(C)=C(C(=O)OCCOC)C(c3ccc(C(=O)OC)cc3)N2C1=O (stereo unspecified),-29%,-10%,-5,?,-4,14%
CCN(CC)S(=O)(=O)c1ccc(N/N=C/c2cccnc2)nc1,?,2%,-2,0%,4,-8%
COc1ccccc1C(CCN(Cc1cccs1)C(C)=O)c1ccco1 (stereo unspecified),7.4µM*,0%,15,-14%,-7,13µM*
Nn1c(SCC(=O)N2CCCC2=O)nnc1-c1cccs1,16%,/,/,0%,/,13%
CCNC(=O)c1c(C)[nH]c(C(=O)OCC)c1C,19%,1%,23,0%,-4,-24%
CC(Sc1nc(N)c(NC(=O)c2ccc(Br)o2)c(=O)[nH]1)C(=O)O (stereo unspecified),8%,/,-7,15%,-1,?
O=C(NC1CC1)c1ccc2c(c1)C1C3CCC(C3)C1C(c1ccccc1)N2 (stereo unspecified),9.3µM*,1%,3,-5%,0,7.4µM*
CC(C)Cc1cc(C(=O)NCCN2CCOCC2)no1,20%,-1%,2,1%,-1,36%[activator]
Cc1cc(C)nc(NS(=O)(=O)c2ccc(N/C=C/C(=O)c3ccc(Cl)c(Cl)c3)cc2)n1,5%,2%,-3,8%,-5,33%[activator]
O=C(Nc1ncccn1)c1ccc(C(F)(F)F)cc1,22%,3%,38,11%,27,46%[activator]
CC(=O)Oc1ccccc1C1=NN(C(C)=O)C(c2ccccc2)C1 (stereo unspecified),-8%,1%,18,-16%,10,-5%
CCOc1ccccc1NC(=O)C(C)SCc1ccccc1 (stereo unspecified),-18%,-11%,-5,-10%,-3,52%[activator]
O=C(CSc1nc2ccccc2[nH]1)c1ccc2c(c1)OCO2,-90%,-16%,91*,-4%,57*,?
O=C(N/N=C/c1ccc(OCc2ccccc2)cc1)c1cc[n+](Cc2ccccc2)cc1,-3%,4%,37*,37%[activator],20*,?
CC(=O)C1C(=O)NC23CCCCC2C1c1ccccc1O3 (stereo unspecified),?,10%,-7,-4%,7,/
CC(=O)NCc1nc2ccccc2n1Cc1ccccc1F,35%[activator],-1%,-4,13%,-3,2.1µM*
CC1CCCCC1N=C1NC(C)(C)CS1 (stereo unspecified),-17%,1%,23,-15%,0,?
O=C(Oc1ccccc1)n1c(=S)oc2ccccc21,11%,?,34,13%,8,2%
CCN(CC)S(=O)(=O)c1cc(NC(=O)COC(=O)Cn2cnc3ccccc32)ccc1C,-1%,4%,11,20%,-1,-9%
C/C(=N\NC(=O)c1cc(C)oc1C)c1ccc(N2CCOCC2)cc1,12%,-1%,54*,-7%,37*,0%
C=CCN1C(=O)C(O)(CC(=O)c2ccccn2)c2ccccc21 (stereo unspecified),7%,-3%,13,1%,-4,-40%
CC1CCC(NC(=O)C2c3ccccc3C(=O)N2CCCN2CCOCC2)CC1 (stereo unspecified),3%,-10%,11,5%,-3,/
Brc1cccc(OCCN2CCOCC2)c1,35%[activator],?,8,13%,9,21%

# Three entries drawn at random from the list so far:
SMILES,Pf growth 48h,FBPA Giardia inh,Shiga toxin inh,HCV inh,CHX counter,Pf growth 96h
COc1ccccc1C(CCN(Cc1cccs1)C(C)=O)c1ccco1 (stereo unspecified),7.4µM*,0%,15,-14%,-7,13µM*
CCN(CC)S(=O)(=O)c1cc(NC(=O)COC(=O)Cn2cnc3ccccc32)ccc1C,-1%,4%,11,20%,-1,-9%
CC1CCC(NC(=O)C2c3ccccc3C(=O)N2CCCN2CCOCC2)CC1 (stereo unspecified),3%,-10%,11,5%,-3,/

# Back to the main list; the 2 compounds before the break are reprinted first.
SMILES,Pf growth 48h,FBPA Giardia inh,Shiga toxin inh,HCV inh,CHX counter,Pf growth 96h
CC1CCC(NC(=O)C2c3ccccc3C(=O)N2CCCN2CCOCC2)CC1 (stereo unspecified),3%,-10%,11,5%,-3,/
Brc1cccc(OCCN2CCOCC2)c1,35%[activator],?,8,13%,9,21%
Cc1nnc(NC(=O)CSc2nnc(-c3ccoc3C)n2CC(C)C)s1,?,16%,13,10%,3,?
Cc1ccc2nc(-c3ccc(NC(=O)CCS(=O)(=O)c4ccccc4)cc3)sc2c1,10%,2%,65*,?,47*,?
O=S(=O)(c1cccc(-c2n[nH]c(=S)n2C2CCCC2)c1)N1CCOCC1,4%,-3%,-5,?,0,-27%
Cc1ccc2cccc(SCC(=O)NCC#N)c2n1,18%,?,-4,-5%,-3,18%
C=CCC1(N(C(C)=O)c2ccccc2)CCCCC1,4%,0%,36,3%,-4,?
COc1ccc(-c2c3c(nc4sc5c(Cl)nc(C)nc5c24)CCC3)cc1,/,2%,-19,-15%,-8,-5%
CC(C)Cc1ccc(CN2CCCC(NC(=O)c3ccnn3C)C2)cc1 (stereo unspecified),?,/,-34,11µM*,8,-17%
COc1ccc(C(=O)N/N=C/C(C)c2ccccc2)cc1OC (stereo unspecified),-9%,1%,27,-6%,9,-6%
Cc1c(C(=O)Nc2cccc(N(C)S(C)(=O)=O)c2)cccc1[N+](=O)[O-],0%,-12%,-3,0%,11,-69%[5.75 µM]
Cc1ccc(S(=O)(=O)N2CCCC(C(=O)NCCc3ccc4c(c3)OCO4)C2)cc1 (stereo unspecified),?,1%,35,?,0,?
O=C(Nc1ccc(S(=O)(=O)N2CCCC2)cc1)c1cncc(Br)c1,?,/,/,-15%,/,?
COc1ccccc1N1CCN(c2ccc([N+](=O)[O-])cn2)CC1,55%[activator],-11%,-2,-2%,-4,?
CC(=O)OC1CCC2(C)C(=CCC3C2CCC2(C)C3CC3OC4(CCC(C)CN4)C(C)C32)C1 (stereo unspecified),17%,-2%,-1,7%,0,62%[activator]
C=C(C)CSc1nnc(-c2cccc(S(=O)(=O)N(C)C)c2)n1-c1cc(OC)ccc1OC,?,-6%,-17,-23%&-20%,-1,/
CC1CCCC(NC(=O)COC(=O)c2ccc(S(=O)(=O)N3CCOCC3)cc2)C1C (stereo unspecified),79%[activator],3%,-12,9%,4,?
CCOc1ccc(NC(=O)C2CCN(S(=O)(=O)c3cccnc3)CC2)cc1,/,0%,12,19%,-2,?
O=C(CCNC(=O)c1ccccc1Cl)NCc1ccncc1,0%,/,/,9%,/,3%
COc1cc(C(=O)OCC(=O)N2CCCCC2C)cc(NC(=O)c2cccs2)c1OC (stereo unspecified),0.12µM*,-1%,11,?,2,?
COCCNC(=O)COc1ncnc2ccc(Br)cc12,15%,8%,-26,-8%,1,/
COc1ccc(-n2nc(C(=O)NCC(=O)N3CCC4(CC3)OCCO4)c3ccccc3c2=O)cc1Cl,46%[activator],5%,54*,-25%,23*,118%[activator]
O=C(c1cc(S(=O)(=O)N2CCOCC2)ccc1F)N(Cc1nnc(-c2ccccc2Cl)o1)C1CC1,?,/,/,?,/,?
CC(=O)Nc1cccc([As](=O)(c2cccc(NC(C)=O)c2)c2cccc(NC(C)=O)c2)c1,-11%,5%,-6,6%,-2,11%
C[N+]1(C)CCOC(O)(c2ccc(-c3ccc(C4(O)C[N+](C)(C)CCO4)cc3)cc2)C1 (stereo unspecified),-19%,1%&-1%,6,?,4,5.9µM*
O=C(CN1CCN(S(=O)(=O)c2ccc(F)cc2)CC1)N1CCOCC1,78%[activator],/,8,10%,-4,18%
CCOc1ccc(NC(=O)Cn2sc3nc(C)cc(C)c3c2=O)cc1,8%,-6%,15,22%,-2,18%

# Going on with the list:
SMILES,Pf growth 48h,FBPA Giardia inh,Shiga toxin inh,HCV inh,CHX counter,Pf growth 96h
C=CCn1c(CCNC(=O)c2cccs2)nnc1SCC(=O)Nc1cccc(Cl)c1C,/,2%,3,-11%,6,?
COc1ccc(C(=O)C(CN2CCOCC2)c2ccccc2)cc1F (stereo unspecified),7%,-12%,-7,?,2,-21%
CC(NC(=O)COc1cccnc1[N+](=O)[O-])c1ccc(Cl)cc1Cl (stereo unspecified),-10%,1%,-9,-13%,-6,9%
Cc1ccc(/C=N/NC(=O)c2ccccn2)o1,101%[activator],-14%,47*,26%,42*,?
CN(Cc1ccccn1)C(=O)c1ccc2nc(Cc3cccc(Cl)c3)oc2c1,-1%,/,-19,-28%,13,?
CN(C(=O)COC(=O)c1cn(C)c2ccccc12)C1CCCCC1,-10%,/,/,-19%,/,-46%
Cc1cc(C)cc(OCC(=O)Nc2ccc(N3CCN(S(C)(=O)=O)CC3)cc2)c1,8%,-20%,-17,?,-2,/
CCCCC(=O)Nc1cccc(NC(=O)c2cccc(Br)c2)c1,9%,-3%,11,11µM*,0,61%[activator][5.75 µM]
CC(C)=N/N=c1\scc(C)n1Cc1ccco1,10%,-4%,-4,3%,-2,-1%
O=[N+]([O-])c1ccccc1CCc1cnc(Cl)s1,-2%[0.00184 µM],-3%,-3,16%,-2,21%
CN(CC(=O)Nc1c(Cl)cccc1Cl)C(=O)CCC1CCCC1,18%,/,-13,7%,0,?
COc1ccc(-c2noc(N3CCC(C(=O)Nc4cc(OC)c(OC)c(OC)c4)CC3)n2)cc1,?,1%,-2,-5%,2,4%
Cc1cccc(/C=N/NC(=O)c2cc(Br)ccc2O)n1,30%[activator],?,48*,4µM*,32*,12µM*
Cc1nn(Cc2ccccc2Cl)c(C)c1NC(=O)c1noc(C(C)C)c1[N+](=O)[O-],-17%,/,6,-1%,-4,10%
C=CCNC(=O)/C(C#N)=C\c1cc(Cl)c(OCC)c(OC)c1,0%,-4%,-9,-11%,-2,6%
COc1ccc(CN2C(=O)NC3(CCCCC3)C2=O)cc1F,-5%,2%,23,-5%,0,/
CCCSc1ncc(Cl)c(C(=O)Nc2ccc(S(=O)(=O)N3CC(C)OC(C)C3)cc2)n1 (stereo unspecified),/,-9%,3,10µM*,8,?
COC(=O)c1nnn(-c2cc(Cl)cc(Cl)c2)c1C(=O)OC,30%[activator],-1%,-4,23%,-3,29%
O=C(Cn1c(=O)c2sccc2n(Cc2ccc([N+](=O)[O-])cc2)c1=O)NCCc1ccccc1,0%,5%,-13,?,-2,?
CCOC(=O)c1cnc2c(C(F)(F)F)cccc2c1NCCCN1CCOCC1,5.2µM*,-3%,-14,?,-3,222%[activator]
CC(=O)C1=C(O)C(=O)N(c2ccc(O)cc2)C1c1ccc(Cl)cc1 (stereo unspecified),1%,8%,-9,3%,1,29%

# Some of the entries so far, bar-delimited.
canonical_smiles | Pf growth 48h | FBPA Giardia inh | Shiga toxin inh | HCV inh | CHX counter | Pf growth 96h
COc1ccc(C(=O)C(CN2CCOCC2)c2ccccc2)cc1F (stereo unspecified) | 7% | -12% | -7 | ? | 2 | -21%
CC(NC(=O)COc1cccnc1[N+](=O)[O-])c1ccc(Cl)cc1Cl (stereo unspecified) | -10% | 1% | -9 | -13% | -6 | 9%
Cc1ccc(/C=N/NC(=O)c2ccccn2)o1 | 101%[activator] | -14% | 47* | 26% | 42* | ?
CN(Cc1ccccn1)C(=O)c1ccc2nc(Cc3cccc(Cl)c3)oc2c1 | -1% | / | -19 | -28% | 13 | ?
CN(C(=O)COC(=O)c1cn(C)c2ccccc12)C1CCCCC1 | -10% | / | / | -19% | / | -46%

# Copied from the list.
# `Cc1ccc2cccc(SCC(=O)NCC#N)c2n1` in Pf growth 48h is entered as 18%
# `C=CCC1(N(C(C)=O)c2ccccc2)CCCCC1` in FBPA Giardia inh is entered as 0%
# `Cc1ccc(/C=N/NC(=O)c2ccccn2)o1` in Pf growth 48h is entered as 101%[activator]
# `Cc1ccc(-c2noc(CN(C)C(=O)Nc3ccc(F)cc3)n2)cc1` in Pf growth 96h is entered as 3%

# Bioassay records: PubChem BioAssay, National Center for Advancing Translational Sciences (NCATS)
